# D1 antagonist: blocks dopamine activation of the human D1 receptor; P21728; HEK293 TREx D1 cells, calcium flux, dopamine EC80; hits give low values; activity change, negative = inhibition, % at 10 µM; 360,000 tested, 3.2% active; AID 504652; in the data active = activity change below about -30%; note: % is set by controls: 0 for no effect and ±100 for the full control effect
#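 Using tetracycline-induced force-coupled D1 Hek293 cells and a calcium dye, signals were followed for 180 s after compound, then for 180 s after EC80 dopamine, to detect inhibitors.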
# TRHR agonist: agonists of human TRH receptor; P34981; TRHR cells, calcium flux fluo-8, FDSS agonist mode; activation, % at 2 µM; 360,000 tested, 0.18% active; AID 493084; in the data active = activation above about 30%; note: 0% is about no effect
#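 TRHR-expressing cells loaded with fluo-8 calcium dye; 23 nL library compound pin-transferred, kinetic FDSS fluorescence (Ex 480/Em 530) recorded about 180 s for agonist-induced calcium release, before a 10 nM TRH EC20 addition for potentiator mode.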
# TRHR enhancer: allosteric enhancers of human TRH receptor; P34981; enhancement, % at 2 µM; TRHR cells, fluo-8 calcium fluorescence, EC20 TRH enhancement; 360,000 tested, 0.66% active; in the data active = enhancement above about 30%; note: 0% is about no effect
#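 Enhancer read-out: after compound pinning and an initial kinetic agonist-mode read, an EC20 of TRH (10 nM final) was injected and fluo-8 calcium signal (Ex 480/Em 530) followed at 1 s/cycle for 100 cycles in TRHR-expressing cells.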
# D2 potentiator: positively modulates the human D2 dopamine receptor allosterically. 340,000 tested, 0.34% active. HEK293 T-REx D2, calcium flux, EC20 dopamine potentiation. potentiation, % at 10 µM;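 active = potentiation over 3 SD above the plate norm, cut at about 30% in these data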; note: 0% is about no effect
#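 Using a no-wash calcium dye in inducible, force-coupled HEK293 Trex cells expressing D2, we tracked fluorescence each second for 180 s after compound, then for 180 s after EC20 dopamine to detect augmented signalling.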
# RXFP1 agonist: RXFP1 (human) receptor agonism; AID 2676; HEK293T-RXFP1 cAMP TR-FRET, 30 min; response scale: percent of porcine relaxin response, buffer zero; 370,000 tested, 0.3% active; Potency, µM (highest dose often 57.5 µM), for the others: at the highest dose activation, hits mostly activators; note: potency is the fitted concentration of half-maximal effect; % is set by controls: 0 for no effect and ±100 for the full control effect; nearly all actives have a fitted effect of over 60% in size; many of its hits are not listed in these tables
# Target sequence (Q9HBX9 whole entry, looked up): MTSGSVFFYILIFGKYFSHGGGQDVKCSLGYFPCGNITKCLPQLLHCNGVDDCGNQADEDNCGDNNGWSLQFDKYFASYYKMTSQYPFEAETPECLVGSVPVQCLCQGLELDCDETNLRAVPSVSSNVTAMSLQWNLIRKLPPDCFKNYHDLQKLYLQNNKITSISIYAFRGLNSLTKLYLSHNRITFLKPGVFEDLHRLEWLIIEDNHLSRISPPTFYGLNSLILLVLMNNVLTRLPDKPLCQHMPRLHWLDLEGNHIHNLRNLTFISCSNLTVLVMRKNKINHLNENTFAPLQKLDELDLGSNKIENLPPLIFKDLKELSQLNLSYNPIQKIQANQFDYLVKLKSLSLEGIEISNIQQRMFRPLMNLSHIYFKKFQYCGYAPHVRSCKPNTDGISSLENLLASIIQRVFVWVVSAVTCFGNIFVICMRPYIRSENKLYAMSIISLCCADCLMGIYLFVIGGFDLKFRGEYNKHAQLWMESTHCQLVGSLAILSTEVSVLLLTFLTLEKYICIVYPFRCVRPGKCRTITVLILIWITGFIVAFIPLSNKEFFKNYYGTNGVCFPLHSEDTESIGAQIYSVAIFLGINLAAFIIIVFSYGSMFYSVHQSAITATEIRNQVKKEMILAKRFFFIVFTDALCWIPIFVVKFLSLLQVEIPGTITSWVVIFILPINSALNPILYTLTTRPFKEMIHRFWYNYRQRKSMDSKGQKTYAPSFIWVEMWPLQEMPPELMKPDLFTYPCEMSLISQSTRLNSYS
#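 cAMP rise read by TR-FRET after 30 min, 37C compound exposure (up to 58 uM) in RXFP1-transfected HEK293 cells with Ro 20174 present. EC50 from Hill-equation fits, with 29 nM porcine relaxin as 100% and buffer as basal.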
# Anesthetic bind: candidate novel general anesthetic via apoferritin binding; apoferritin/1-aminoanthracene competitive binding, fluorescence; P02791; Potency, µM (doses to about 77.5 µM), for the others: top-dose activity change, negative = displacement, most hits filed as inhibitors; 350,000 tested, 0.074% active; note: potency is the fitted concentration of half-maximal effect; % is set by controls: 0 for no effect and ±100 for the full control effect; nearly all actives have a fitted effect of over 20% in size
# Target sequence (P02791 2-175 limits assumed): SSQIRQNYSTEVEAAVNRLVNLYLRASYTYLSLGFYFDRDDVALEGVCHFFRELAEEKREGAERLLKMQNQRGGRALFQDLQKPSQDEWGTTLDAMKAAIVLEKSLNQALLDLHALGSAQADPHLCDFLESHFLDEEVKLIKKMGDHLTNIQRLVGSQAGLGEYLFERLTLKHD
#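 Apoferritin-based anesthetic binding model; compound displacement of fluorescent 1-AMA measured as endpoint fluorescence after 10 minutes at room temperature, scaled to free-ligand and complex controls.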
# D1 potentiator: enhances dopamine response at the human D1 receptor; P21728; 360,000 tested, 0.036% active; potentiation, % at 10 µM; HEK293 TREx D1 cells, calcium flux, dopamine EC20 potentiation; in the data active = potentiation above about 30%; note: 0% is about no effect
# RXFP1 antag: RXFP1 (human) relaxin receptor antagonism; Q9HBX9; HEK293-RXFP1, relaxin-stimulated cAMP HTRF, 30 min; hits give low values; activity change, negative = inhibition, % at 57.5 µM; 350,000 tested, 0.59% active;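 active = activity change of -60% or lower, but not beyond a set lower limit; inconclusive = change between -60% and -40%, or beyond the set limit; inactive = change above -40%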; note: % is set by controls: 0 for no effect and ±100 for the full control effect
# D1 ag: human D1 receptor agonism; HEK293 T-REx D1 cells, calcium flux, agonist mode; activation, % at 2 µM; 360,000 tested, 1% active; AID 504660; in the data active = activation above about 30%; note: 0% is about no effect
#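 Agonism was scored from calcium flux recorded over 180 s (1 read/s) after pintool compound addition, following a 10-cycle baseline. Cells were inducible force-coupled HEK293 TREx D1, plated overnight at 30 C and loaded with no-wash calcium dye.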
# * = called active by the depositor; ? = inconclusive; . = no result given; & = joins results of further samples; [ ] = another dose, or the depositor's remark. Unless noted, calls come from the whole dose curve; as a rule, active = well fitted curve in the direction sought with a large enough effect; inconclusive = small, poorly fitted or top-dose-only effect, or another doubt; inactive = no such curve, though single readings can be large; an effect the other way counts as inactive or inconclusive. Not all compounds are listed; rates above refer to the full screens.
# Preview:
SMILES,D1 antagonist,TRHR agonist,TRHR enhancer,D2 potentiator,RXFP1 agonist,Anesthetic bind,D1 potentiator,RXFP1 antag,D1 ag
CCOC(=O)c1cc(C(C)(C)C)n(CCCN2CCOCC2)c1C,-6,0.3,-1,-3,1.0%,-3%,2,-4,4
Cc1[nH]n(-c2c(Cl)cc(Cl)cc2Cl)c(=O)c1C=Nc1ccc(S(=O)(=O)N2CCOCC2)cc1,4,0.0,0,-6,0.0%,-6%,-2,-4,3
CC(C)C(=O)NC(=O)[C@@H]1CCCN1C(=O)/C=C/c1ccccc1,-7,0.2,10,-2,2.6%,5%,-6,.,-4
O=C(NCC1CCCO1)C12CN(Cc3ccccc3)CC1C(c1cccc([N+](=O)[O-])c1)=NO2 (stereo unspecified),-17,-1.1,10,0,-0.1%,-4%,-2,.,1
CC1(C)Cc2nc3oc4c(NCCCN5CCOCC5)ncnc4c3cc2CO1,-2,-0.5,4,-1,2.5%,-3%,-1,3,2

# The listing, repeating the preview:
SMILES,D1 antagonist,TRHR agonist,TRHR enhancer,D2 potentiator,RXFP1 agonist,Anesthetic bind,D1 potentiator,RXFP1 antag,D1 ag
CCOC(=O)c1cc(C(C)(C)C)n(CCCN2CCOCC2)c1C,-6,0.3,-1,-3,1.0%,-3%,2,-4,4
Cc1[nH]n(-c2c(Cl)cc(Cl)cc2Cl)c(=O)c1C=Nc1ccc(S(=O)(=O)N2CCOCC2)cc1,4,0.0,0,-6,0.0%,-6%,-2,-4,3
CC(C)C(=O)NC(=O)[C@@H]1CCCN1C(=O)/C=C/c1ccccc1,-7,0.2,10,-2,2.6%,5%,-6,.,-4
O=C(NCC1CCCO1)C12CN(Cc3ccccc3)CC1C(c1cccc([N+](=O)[O-])c1)=NO2 (stereo unspecified),-17,-1.1,10,0,-0.1%,-4%,-2,.,1
CC1(C)Cc2nc3oc4c(NCCCN5CCOCC5)ncnc4c3cc2CO1,-2,-0.5,4,-1,2.5%,-3%,-1,3,2
CCOC(=O)N1CCN(C(=O)c2cc(C)no2)CC1,-8,-0.1,2,30*,2.5%,-1%,.,.,3
COC(=O)c1ccc(C2c3c(oc4ccccc4c3=O)C(=O)N2CCCN2CCOCC2)cc1 (stereo unspecified),17,1.0,1,-3,1.9%,6%,-6,-16,2
O=[n+]1c2c(n([O-])c3cc(Br)ccc31)CCCC2,4,-0.2,2,11,2.0%,-14%,-2,5,2
Cc1cccc(N2CCN(C(=O)CCCn3c(=O)c4cccn4c4cccnc43)CC2)c1C,9,-0.5,-2,9,-2.6%,-16%,9,?,0
CCc1ccc(-c2cc(C(=O)NN3CCN(C)CC3)c3ccccc3n2)cc1,3,0.8,2,-7,0.0%,-5%,-11,-6,5
O=C1N/C(=N/S(=O)(=O)Cc2ccccc2)S/C1=C/c1ccc2c(c1)OCO2,8,0.3,2,6,-1.2%,-3%,-3,-12,2
O=C(/C=C/c1ccc(Cl)cc1Cl)Nc1ccc(CN2CCOCC2)cc1,-38*,1.4,0,-3,-1.1%,-8%,-7,-13,25
COc1ccccc1NC(=O)CSc1nnc(CNC(=O)c2ccco2)o1,-8,-0.1,6,-7,2.5%,-2%,-7,1,0
O=C(CCC1CCCN(Cc2ccc3c(c2)OCCO3)C1)NCc1ccc(F)c(F)c1 (stereo unspecified),4,0.1,-1,-17,-1.4%,-2%,0,0,1
Cc1ccc(-n2ncc(C(=O)N3CCCCC3)c2C2CCN(C(=O)OC(C)(C)C)CC2)cc1C,-20,-0.3,8,-2,-0.5%,-12%,-4,-4,1
Cc1nc(N2CCN(c3ccccc3)CC2)nc2c1C(=O)CC(c1ccccc1)C2 (stereo unspecified),-9,-0.4,10,2,2.8%,-19%,-7,-3,4
CCOC(=O)c1cnc2cc(-c3ccc(Br)cc3)nn2c1C,-6,0.3,-1,10,5.6%,-4%,-3,-7,13
COc1ccc(CCNC(=O)C(C)SCc2ccccc2)cc1 (stereo unspecified),.,-0.3,23,-1,-0.7%,-7%,-7,-2,0
Fc1ccc(NC(=S)N2CCn3cccc3C2c2cccnc2)cc1 (stereo unspecified),3,0.1,-8,-5,1.5%,-13%,-4,-18,7
COC(=O)c1cc(NC(=O)Cn2nc(-c3ccc(C)c(C)c3)ccc2=O)cc(C(=O)OC)c1,8,0.5,4,9,0.8%,-10%,1,-2,1
CCN(CC)C(=O)C1CCN(CC2CC=CCC2)CC1 (stereo unspecified),-10,-0.3,1,-2,-0.1%,3%,-5,-1,9
O=C(Nc1cccc(S(=O)(=O)N2CCOCC2)c1)c1c2c(nc3ccccc13)CCC2,1,-0.8,2,5,0.9%,-5%,0,-4,1
CCn1cc(/C=C(\NC(=O)c2ccccc2)C(=O)NCCCN2CCOCC2)c2ccccc21,6,-0.3,-9,0,0.2%,0%,9,-4,1
Cc1ccc(C(=O)C(OC(=O)CNS(=O)(=O)c2ccccc2)c2ccccc2)cc1 (stereo unspecified),-2,1.3,5,-3,-0.4%,-21%,-6,0,2
O=c1oc2cc(O[C@@H]3OC[C@@H](O)[C@H](O)[C@H]3O)ccc2c2ccccc12,-14,0.6,4,-2,6.2%,-5%,6,-18,2
# The listing continues:
SMILES,D1 antagonist,TRHR agonist,TRHR enhancer,D2 potentiator,RXFP1 agonist,Anesthetic bind,D1 potentiator,RXFP1 antag,D1 ag
O=C(NCCCc1ccccc1)c1nn(-c2ccccc2F)nc1CO,0,-1.0,0,16,-4.4%,-8%,4,-25,0
Cc1ccccc1N(C(=O)Cc1ccsc1)C(C(=O)NC1CCCCC1)c1ccc(F)cc1 (stereo unspecified),4,2.0,2,5,1.8%,-8%,1,-9,18
CC(C)c1ccc(NC(=O)c2cccn2-c2nnc(N3CCCCC3)s2)cc1,-18,-0.4,-1,9,18%,?,2,-25,5
CCOc1ccc(C(=O)Nc2cccc([N+](=O)[O-])c2)cc1Br,-6,-2.7,3,13,-0.9%,1%,-5,-16,6
CCCCc1nn2c(=O)cc(COC(=O)c3ccccc3NC(=O)C(C)(C)C)nc2s1,10,-1.1,1,9,-0.1%,52%[activator],0,-7,0
CCCCCCC#Cc1cncc(C(=O)NNC(=O)Nc2cc(Cl)cc(Cl)c2)c1,-7,0.3,-4,3,0.8%,-1%,-3,12,1
CC(=O)c1cccc(N(CC(=O)N2CCCCC2)S(C)(=O)=O)c1,5,0.3,-6,-7,-0.7%,-5%,-5,17,1
CCOC(=O)Cc1csc(NC(=O)c2ccc([N+](=O)[O-])cc2[N+](=O)[O-])n1,-12,0.1,-2,1,-0.1%,-6%,-4,-14,5
CCNc1nc(SCC(=O)OC)nc(N(C)C)n1,-8,0.2,4,5,0.1%,-4%,-2,11,2
COc1ccc(OC)c(CC(NC(C)=O)C(=O)NC2CCN(c3c(Cc4ccccc4)c(C)nc4ncnn34)CC2)c1 (stereo unspecified),-10,0.6,2,-4,0.1%,-4%,-1,-1,-1
COc1ccc(CNC(=O)Cn2c(=O)ccc3cc(S(=O)(=O)N4CCCC4)ccc32)cc1,2,-0.4,-2,-5,0.1%,-15%,-1,.,0
Cc1ccc(S(=O)(=O)NCCCN2CCCC2)cc1,5,0.1,2,-15,-1.3%,-12%,2,4,1
CCOc1cc2[nH]c(=O)n(Cc3ccc(C(=O)NCCN(CC)CC)cc3)c(=O)c2cc1OCC,5,0.6,7,-18,-0.8%,-1%,4,-2,-1
COc1ccc(C)cc1CN(C)c1ccc(S(=O)(=O)N2CCN(C)CC2)cn1,12,-0.3,-2,-2,0.5%,.,-3,-11,2
N#Cc1c(-c2ccncc2)c2c([nH]c1=O)-c1ccccc1OC2,4,0.5,3,7,7.3%,94%[activator],-6,.,3
CN(c1ccc(C(=O)NCc2cccs2)cc1)S(=O)(=O)c1ccccc1,.,-0.9,2,-10,0.0%,-14%,-8,2,2
COc1ccc(-c2nnn(CC(=O)N(CCN3CCOCC3)C(C(=O)NC3CCCC3)c3ccco3)n2)cc1 (stereo unspecified),13,-0.3,-1,18,0.4%,-11%,-1,2,0
O=S(=O)(NCc1ccc2c(c1)OCO2)c1c(F)cc(F)cc1Br,-13,-0.3,-4,-7,7.5%,?,-2,-19,1
c1ccc(-c2cc3ncccc3cn2)cc1,.,-0.4,4,-6,0.9%,.,5,.,-3
COCCn1c(SCc2cccnc2)nnc1-c1ccco1,6,1.2,5,14,0.5%,-18%,7,0,2
OC(c1cccs1)(c1cccs1)C1C[N+]2(CF)CCC1CC2 (stereo unspecified),-20,0.7,-1,8,1.6%,0%,-7,-8,2
COc1cccc(NC(=O)CN(C)CC(=O)NCc2ccco2)c1,-22,-1.0,22,8,-0.9%,.,-5,-6,2
CS(=O)(=O)N1CCC(C(=O)Nc2ccccc2)CC1,0,-0.3,10,-1,-0.3%,-9%,-1,-2,1
CCc1c(C)nc2[nH]nc(-c3ccccc3C)n2c1=O,2,-0.5,1,-3,-0.4%,1%,2,0,1
CCN1C(=O)/C(=C\N2CCN(C)CC2)SC1=S,16,-1.4,6,9,0.9%,-10%,-6,-6,4
# (next part)
SMILES,D1 antagonist,TRHR agonist,TRHR enhancer,D2 potentiator,RXFP1 agonist,Anesthetic bind,D1 potentiator,RXFP1 antag,D1 ag
Cc1ccc(Cc2cnc(NC(=O)c3ccc4c(c3)CC(c3ccccc3)OC4=O)s2)cc1 (stereo unspecified),-31*,-0.7,2,10,3.0%,-4%,-3,-11,1
CCOC(=O)CN1C(=O)SC(Nc2ccc(C)cc2)C1=O (stereo unspecified),3,-1.5,10,3,0.6%,-12%,-5,-8,0
CC(=O)N1CCCc2cc(S(=O)(=O)Nc3cccc(C)c3C)ccc21,-24,-1.8,-2,-7,0.2%,-15%,-7,-17,9
O=C(NCc1cccs1)C1CC1,.,1.3,-4,-4,-3.6%,-2%,11,-6,-2
CCC(C(=O)NC1CCCCC1)n1c(SCc2ccccc2F)nc2ccncc21 (stereo unspecified),2&20,1.4&-0.3,10&-4,-6&-2,0.5%&0.1%,-5%&-3%,-2&-2,-3&-8,0&0
Cc1ccc(C(=O)C2CCN(C(=S)NCC3CCCO3)CC2)cc1 (stereo unspecified),-17,-0.3,-1,-3,0.3%,-7%,-2,1,14
Cc1ccccc1NS(=O)(=O)c1ccc(NC(=O)N2CCCCC2)cc1,0,0.0,-3,10,4.5%,?,-8,13,4
COC(=O)c1[nH]c2ccccc2c1NC(=O)CN1CCN(C/C=C/c2ccccc2)CC1,7,-0.3,4,-18,0.4%,?,-4,-3,2
O=C(COc1cccnc1[N+](=O)[O-])Nc1ccc2c(c1)OCO2,-20,1.2,-2,-6,1.0%,-4%,-6,3,0
